Glioma ERSR ind: inducers of ER stress response in human glioma cells; U87-MG GRP78 promoter luciferase reporter, 16 h; hit rate 0.02% among 420,000; Potency, µM, for inactives: at the highest dose activation, most hits filed as activators; further: potency means the concentration at half of the fitted maximal effect; series mostly up to about 76 µM; % of control where 0% means no effect; nearly all actives have a fitted effect of over 35% in size
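ERSR induction read as luciferase luminescence (Bright-Glo, 10 min at room temperature) in stably transfected human U87-MG glioma cells exposed to compounds for 16 h, using GRP78 as sensor.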
Vif-A3G inh: inhibitors of Vif-APOBEC3G interaction | Potency, µM (highest dose often 46.1 µM), inactives show at the highest dose activity, negative = active, usual class: inhibitors | AID 602310 | HeLa A3G-eYFP + Vif (tagged APOBEC3G with the HIV-1 protein that degrades it), YFP fluorescence, overnight | hit rate 0.076% among 410,000;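 further: potency means the concentration at half of the fitted maximal effect; on the % scale 0 is the no-effect control and ±100 the full control effect; nearly all actives have a fitted effect of over 60% in size; hits raise eYFP signal because A3G escapes Vif-driven loss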
Target sequence (Q9HC16 whole entry, looked up): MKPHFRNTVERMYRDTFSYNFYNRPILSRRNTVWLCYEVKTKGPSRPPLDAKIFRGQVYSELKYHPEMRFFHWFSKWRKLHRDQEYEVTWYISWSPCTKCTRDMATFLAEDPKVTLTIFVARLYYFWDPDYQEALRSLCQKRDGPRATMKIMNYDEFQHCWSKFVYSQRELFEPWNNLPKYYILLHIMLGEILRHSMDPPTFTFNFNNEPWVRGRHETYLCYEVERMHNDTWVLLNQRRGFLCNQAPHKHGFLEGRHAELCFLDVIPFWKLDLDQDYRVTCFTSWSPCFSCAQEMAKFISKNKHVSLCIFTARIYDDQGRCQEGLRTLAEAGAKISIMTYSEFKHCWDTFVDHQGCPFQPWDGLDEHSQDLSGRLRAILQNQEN
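Read-out is eYFP fluorescence (Ex 488/Em 500-530) from Vif-expressing HeLa A3G-eYFP cells; more signal means A3G escaped Vif-mediated degradation. Cells plated overnight, compound pinned in, incubated overnight at 37 deg C.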
ERG-DNA inh: ERG Ets/DNA interaction inhibition | Potency, µM (titrated, usually from 76.9 µM), for inactives: at the highest dose FP activity, negative = inhibition, most hits filed as inhibitors | P11308 | fluorescence polarization, His-ERG Ets domain / labelled DNA | hit rate 0.028% among 370,000; active means well fitted inhibition curve with a large enough effect in the polarisation, with a control signal flat; inconclusive means small, poorly fitted or top-dose-only effect, or effect the other way, or a change in a side signal; inactive means no such curve, though single readings can be large or run the other way; the % refers to the polarisation;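 further: polarization taken with two DNA probes labelled with fluorescein and Texas red; potency means the concentration at half of the fitted maximal effect; % of control where 0% means no effect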
Target sequence (P11308 whole entry, looked up, the tested form may be a part): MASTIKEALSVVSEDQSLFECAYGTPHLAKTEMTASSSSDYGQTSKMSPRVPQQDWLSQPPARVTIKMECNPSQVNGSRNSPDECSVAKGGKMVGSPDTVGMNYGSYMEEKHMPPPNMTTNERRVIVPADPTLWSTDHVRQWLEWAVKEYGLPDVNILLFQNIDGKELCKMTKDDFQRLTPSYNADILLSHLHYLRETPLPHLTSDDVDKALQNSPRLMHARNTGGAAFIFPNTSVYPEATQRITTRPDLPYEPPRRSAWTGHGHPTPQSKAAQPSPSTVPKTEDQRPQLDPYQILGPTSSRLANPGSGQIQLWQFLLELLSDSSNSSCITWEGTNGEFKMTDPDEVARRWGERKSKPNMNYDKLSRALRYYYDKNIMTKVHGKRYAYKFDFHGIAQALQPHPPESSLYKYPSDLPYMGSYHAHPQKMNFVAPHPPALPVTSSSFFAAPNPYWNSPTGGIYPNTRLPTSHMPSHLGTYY
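His-tagged ERG Ets domain (1 uM in the protein solution; 300mM KCl, 50mM Tris-HCl, 1mM EDTA, 1mM DTT, pH 7.5) received compound, then a probe mix of 5 nM fluorescein-DNA and 100nM Texas-615-DNA. Fluorescence polarization was read for both dyes.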
D2 antagonist: antagonizes the human D2 dopamine receptor. P14416. HEK293 TREx D2 cells, calcium flux, dopamine EC80. inhibition, % at 10 µM. hit rate 2% among 340,000. AID 485344; in the data active means inhibition above about 30%; further: 0% is about no effect
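HEK293 T-REx D2 cells, tet-induced, calcium dye no-wash. Cpd pintool add, 180 s kinetic, then EC80 DA, 180 s kinetic. Ca flux read.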
LDHA inh: inhibitors of human lactate dehydrogenase A; purified LDHA, NADH/diaphorase-resazurin fluorescence; hits give low values; P00338; activity change, % (values are at about 110 or 230 µM); hit rate 0.15% among 480,000; in the data active means activity change below about -30%; inconclusive means mostly about -25% to -30%;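 further: plate controls were DMSO wells for no effect and wells without enzyme for full effect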
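Remaining NADH was detected by diaphorase (0.133 mg/mL) converting 37 µM resazurin to fluorescent resorufin, read at 0 and 20 minutes. The preceding 5-minute room-temperature reaction used 2 nM LDHA, 0.2 mM sodium pyruvate and 0.06 mM NADH at pH 7.4.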
Vif-A3F inh: blocks the Vif interaction with APOBEC3F; HeLa A3F-eYFP + Vif (tagged APOBEC3F with the HIV-1 protein that degrades it), YFP fluorescence increase; Potency, µM (doses to about 46.1 µM), without a hit: top-dose activity, negative = active; hit rate 0.2% among 390,000; further: potency means the concentration at half of the fitted maximal effect; % of control where 0% means no effect; nearly all actives have a fitted effect of over 65% in size
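HeLa cells stably expressing A3F-eYFP plus Vif, plated and incubated overnight at 37 deg C, then exposed to compounds overnight at 37 deg C. Blocked degradation read as raised yellow fluorescence (Ex 488/Em 500-530).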
D2 ag: agonists of human D2 dopamine receptor | HEK293 T-REx D2 cells, calcium flux agonist mode | activation, % at 2 µM | hit rate 0.53% among 340,000 | AID 485358;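 active means activation over 3 SD above normal in the single-dose calcium agonist read, cut at about 30% in these data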; further: 0% is about no effect
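Tetracycline-induced HEK293 T-REx cells with force-coupled D2 receptor, plated overnight at 30 C, loaded with no-wash calcium dye. After a 10 s baseline, compound was pin-added and calcium flux read kinetically for 180 s; calcium rises flagged agonists.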
12-LOX inh: ALOX12 (human) lipoxygenase inhibition | P18054 | purified 12hLO, xylenol orange hydroperoxide absorbance | Potency, µM (titrated, usually from 108 µM), for the others: at the top dose activity change, negative = inhibition, most hits filed as inhibitors | hit rate 1.1% among 580,000; further: potency means the concentration at half of the fitted maximal effect; on the % scale 0 is the no-effect control and ±100 the full control effect
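Purified human 12hLO (150 nM final) in 25 mM Hepes, 0.01% Triton X-100, pH 7.0 was preincubated 15 min at room temperature with compound. Then 40 uM arachidonic acid was added, 30 min. Hydroperoxide was read by Fe-XO absorbance ratio 573/405 nm.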
RGS4 inh: human RGS4 inhibition; Transcreener GDP fluorescence polarization, RGS4-accelerated GTP hydrolysis; Potency, µM (doses to about 114 µM), for the others: at the highest dose activity change, negative = inhibition, most hits filed as inhibitors; hit rate 0.039% among 390,000; AID 504845; further: potency means the concentration at half of the fitted maximal effect; on the % scale 0 is the no-effect control and ±100 the full control effect; nearly all actives have a fitted effect of over 75% in size; some results filed as inactive show a strong effect at the top dose
Target sequence (P49798 whole entry, looked up): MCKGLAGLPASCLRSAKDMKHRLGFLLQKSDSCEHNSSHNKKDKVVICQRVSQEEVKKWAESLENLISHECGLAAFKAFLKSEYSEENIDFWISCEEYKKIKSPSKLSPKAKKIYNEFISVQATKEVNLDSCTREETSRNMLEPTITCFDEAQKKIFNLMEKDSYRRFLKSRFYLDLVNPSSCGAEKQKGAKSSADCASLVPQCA
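MLSMR compounds (23 nl, pin-transferred) preincubated 10 min at room temperature with a 500nM (2x) first reagent, then RGS4 at 900nM (2x) plus Transcreener GDP mix added; fluorescence polarization (620/688 nm) read before and after 90 min at 30 °C.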
* marks the source's active call; other numbers are inactive results; u = inconclusive; x = not tested or not shown; & = joins results of further samples; [ ] = another dose, or the depositor's remark. Unless noted, the call rests on the fitted dose curve; in most records, active means well fitted curve in the direction sought with a large enough effect; inconclusive means small, poorly fitted or top-dose-only effect, or another doubt; inactive means no such curve, though single readings can be large; an effect the other way counts as inactive or inconclusive. Only part of the results is shown; rates above refer to the full screens.

The opening 6 records as a preview:
SMILES	Glioma ERSR ind	Vif-A3G inh	ERG-DNA inh	D2 antagonist	LDHA inh	Vif-A3F inh	D2 ag	12-LOX inh	RGS4 inh
COc1ccc(COC[B-](F)(F)F)cc1	0%	-8%	x	x	-3	-4%	x	11%	x
O=[N+]([O-])c1ccc(N2CCCCCC2)c(S(=O)(=O)N2CCCCC2)c1	-7%	-1%	-1%	x	0	6%	x	-26%	-1%[11.4 µM]
COC(=O)[C@@](C)(O)C1(C(=O)SC(C)(C)C)CC1	-2%	0%	-4%	x	3	-2%	x	1%	-4%
CN(C)/C(=N\S(=O)(=O)c1ccccc1)c1ccc([N+](=O)[O-])cc1	-4%	1%	-2%	-4	-3	-2%	0.4	-9%	15%
S=C1Cc2ccccc2N1	u	u	1%	6	6	u	1.4	u	u
Cc1cc2cc(C)c(SCC(=O)NCc3ccco3)nc2cc1C	-1%	-13%	-13%	12	-6	7%	-1.0	-25%	-12%

Results (from the top)
SMILES	Glioma ERSR ind	Vif-A3G inh	ERG-DNA inh	D2 antagonist	LDHA inh	Vif-A3F inh	D2 ag	12-LOX inh	RGS4 inh
COc1ccc(COC[B-](F)(F)F)cc1	0%	-8%	x	x	-3	-4%	x	11%	x
O=[N+]([O-])c1ccc(N2CCCCCC2)c(S(=O)(=O)N2CCCCC2)c1	-7%	-1%	-1%	x	0	6%	x	-26%	-1%[11.4 µM]
COC(=O)[C@@](C)(O)C1(C(=O)SC(C)(C)C)CC1	-2%	0%	-4%	x	3	-2%	x	1%	-4%
CN(C)/C(=N\S(=O)(=O)c1ccccc1)c1ccc([N+](=O)[O-])cc1	-4%	1%	-2%	-4	-3	-2%	0.4	-9%	15%
S=C1Cc2ccccc2N1	u	u	1%	6	6	u	1.4	u	u
Cc1cc2cc(C)c(SCC(=O)NCc3ccco3)nc2cc1C	-1%	-13%	-13%	12	-6	7%	-1.0	-25%	-12%
Cc1ccc(Cl)cc1NC(=O)Cn1c(=O)oc2cc(S(=O)(=O)N3CCCC3)ccc21	x	x	3%	x	-6	x	0.2	-17%	9%
CCOc1ccc(CNC(=O)c2ccc(NC(=O)C3=CSCCO3)cc2)cc1	10%	1%	-19%	7	-5	1%	0.4	-3%	-6%[56.9 µM]
COCc1cc(C)nc(SCC(=O)Nc2cccc(C)c2)c1C#N	1%	2%	6%	21	-3	3%	0.1	-9%	-23%
CC(=O)c1ccc(OC(=O)C(CCS(C)(=O)=O)N2C(=O)c3ccccc3C2=O)cc1 (stereo not given)	1%	-3%	-3%	-17	-3	-5%	-0.9	1%	-7%
CCOc1ccc(NC(=O)CN(C)C(=O)CCN2C(=O)C3CC=CCC3C2=O)cc1OCC (stereo not given)	-6%	-6%	3%	-10	-1	6%	0.3	-1%	14%
Cc1ccc(O)c(/C=N/NC(=O)Cc2ccc(Cl)cc2)c1	-6%	2%	7%	-11	-1	-16%	-0.4	-24%	-37%
O=C(NCC1CCCO1)c1cc(-c2ccccc2)nc2ccc(Br)cc12 (stereo not given)	2%	0%	-3%	-10	-9	-8%	1.3	-7%	-3%
C[C@H](C(=O)CC(=O)OC(C)(C)C)[C@H](O)c1ccccc1	-3%&0%	0%&-1%	-7%	3	-18	4%	-0.3	0%	21%&24%
Cc1cccc(C2c3[nH]c4ccccc4c3CCN2C(=O)c2ccc(=O)[nH]c2)n1 (stereo not given)	-4%	-1%	5%	14	-7	1%	0.2	-2%	15%
O=S(=O)(NCc1ccc(F)cc1)c1cc(Br)ccc1Br	-7%&-2%	4%&-3%	1%	4	-1	-6%	-0.8	-3%	15%
Fc1ccccc1NC(=S)N1CCN(C/C=C/c2ccccc2)CC1	-2%	0%	-2%	-12	-8	-7%	0.1	15%	-7%
COc1cc(-c2cccs2)cc(=O)c2c(C)oc(C)c12	0%	-5%	x	-12	2	-30%	-1.3	u	6%
O=C(Nc1ccc(Cl)cc1)c1cccs1	6%	-4%	-11%	11	-3	x	0.2	-27%	0%
Cc1[nH]c(C)c2c(=O)n(-c3ccccc3)ncc12	5%	4%	2%	3	2	2%	-0.2	40%[activator]	-11%
CCCn1c2ccc(C)cc2c2n[nH]c(=S)nc21	0%	0%	-13%	-20	-1	6%	-3.2	-1%	-41%
COc1ccc(NC(=O)C[C@H]2C(=O)N(C3CCCCC3)C[C@@H]2c2ccc(OC)cc2)cc1	3%	-6%	x	x	1	-16%	x	-23%	x
O=c1cc(Cl)c2ccccc2n1-c1ccccc1	2%	-2%	-8%	-4	-6	0%	-1.5	25%	-17%[56.9 µM]
COc1cc(C#N)ccc1OCC(=O)N1CCc2ccccc2C1	1%	0%	-1%	2	-10	2%	-0.6	-2%	10%
N#C/C(=N\Nc1cccc2ccccc12)c1nnc2n1CCCCC2	-2%	-7%	-4%	-8	2	-8%	-0.2	u	-21%

Part of the list above, bar-delimited:
structure | Glioma ERSR ind | Vif-A3G inh | ERG-DNA inh | D2 antagonist | LDHA inh | Vif-A3F inh | D2 ag | 12-LOX inh | RGS4 inh
O=c1cc(Cl)c2ccccc2n1-c1ccccc1 | 2% | -2% | -8% | -4 | -6 | 0% | -1.5 | 25% | -17%[56.9 µM]
Cc1ccc(Cl)cc1NC(=O)Cn1c(=O)oc2cc(S(=O)(=O)N3CCCC3)ccc21 | x | x | 3% | x | -6 | x | 0.2 | -17% | 9%
COc1cc(-c2cccs2)cc(=O)c2c(C)oc(C)c12 | 0% | -5% | x | -12 | 2 | -30% | -1.3 | u | 6%
O=[N+]([O-])c1ccc(N2CCCCCC2)c(S(=O)(=O)N2CCCCC2)c1 | -7% | -1% | -1% | x | 0 | 6% | x | -26% | -1%[11.4 µM]

The list goes on.
SMILES	Glioma ERSR ind	Vif-A3G inh	ERG-DNA inh	D2 antagonist	LDHA inh	Vif-A3F inh	D2 ag	12-LOX inh	RGS4 inh
O=C(COC(=O)CNC(=O)C1CCCCC1)Nc1ccc(Cl)cn1	-2%	0%	4%	-4	-3	2%	0.8	0%	14%
COc1cc(SC#N)ccc1N=Cc1c(C)[nH]n(-c2ccc(C)c(C)c2)c1=O	17%	-1%	26%	4	-7	0%	-0.7	-5%	-29%
C=CCOc1nc2c(c(=O)n(C)c(=O)n2C)n1Cc1ccc(Cl)cc1Cl	-5%	-2%	-1%	3	1	-1%	-1.2	20%	6%
COc1cc(OC)c(NC(=O)Nc2nnc(N(C)C3CCCCC3)s2)cc1Cl	-3%	-1%	1%	x	4&5	8%	x	u	9%
COCCC(=O)N1CCC(Oc2ccc(C(=O)N3CCCCCCC3)cc2)CC1	0%	2%	6%	6	-6	2%	-0.1	0%	34%
O=C(Cc1ccccc1)Nc1cc([N+](=O)[O-])ccc1N1CCOCC1	-5%	0%	10%	29	0	4%	-0.3	-9%	0%
Cc1ccc(/C=C(\C#N)C(=O)Nc2cccc3ncccc23)o1	0%	0%	71%[activator]	x	4	-5%	x	u	-43%
Cn1cccc1/C=C1\CC(C(C)(C)C)C/C(=C\c2cccn2C)C1=O (stereo not given)	-2%	7.9µM*	4%	-6	6	u	-0.4	u	-39%
CCCn1c(=O)sc2cc(NC(=O)COc3ccc(Cl)cc3)ccc21	0%	4%	9%	x	-5	4%	-0.6	-24%	-18%
COc1ccccc1NS(=O)(=O)c1ccc(C)c(C(=O)NCc2cccnc2)c1	-5%	-1%	8%	9	2	2%	0.4	3%	-15%
CCc1nnc(NC(=O)CSc2nnc(-c3ccco3)n2C)s1	2%	0%	-6%	-2	-3	-6%	0.3	13%	-11%
Cn1c(SCC(=O)Nc2nc3ccccc3s2)ncc(C(=O)Nc2ccccc2)c1=O	-2%	5%	-2%	x	-9	5%	1.2	-20%	3%
Cc1nc2ccccc2n1C1CC(=O)N(N(C)C)C1=O (stereo not given)	-3%	0%	-18%	22	-7	-1%	-0.7	-14%	12%
COc1ccc(CCNC(=O)c2csc3c2CCCCC3)c(OC)c1	-1%	-10%	-3%	x	-2	-9%	1.5	-13%	20%
Cc1cccc2c1-c1sc(C(=O)N(C)c3cccc(Cl)c3)cc1CO2	-2%	-1%	2%	x	2	-2%	-0.6	-15%	u
O=C(O)c1cc(=O)c2cccc(O)c2[nH]1	-4%&-2%	3%	x	x	-5	x	x	-9%	-9%
O=C(COc1ccccc1Cl)NNC(=O)Cn1[nH]c(=O)c2ccccc2c1=O	-7%	-7%	-1%	0	-13	0%	-0.2	25%	-15%

Some of these compounds in order of length of the SMILES, low to high:
SMILES	Glioma ERSR ind	Vif-A3G inh	ERG-DNA inh	D2 antagonist	LDHA inh	Vif-A3F inh	D2 ag	12-LOX inh	RGS4 inh
CCCn1c2ccc(C)cc2c2n[nH]c(=S)nc21	0%	0%	-13%	-20	-1	6%	-3.2	-1%	-41%
COc1ccc(CCNC(=O)c2csc3c2CCCCC3)c(OC)c1	-1%	-10%	-3%	x	-2	-9%	1.5	-13%	20%
CCOc1ccc(NC(=O)CN(C)C(=O)CCN2C(=O)C3CC=CCC3C2=O)cc1OCC (stereo not given)	-6%	-6%	3%	-10	-1	6%	0.3	-1%	14%
